Tau fil binding – tau filament binding | P10636 | recombinant tau filaments, thioflavin S fluorescence, 15 h; filaments grown with octadecylsulfate alongside compound | Potency, µM (top dose mostly 57.1 µM), for inactives: top-dose activity change, negative = inhibition | 2% of 71,000 active | AID 596;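 note: potency is the fitted concentration of half-maximal effect; % is set by controls: 0 for no effect and ±100 for the full control effect; actives lower thioflavin S fluorescence by blocking filaments or displacing dye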
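His-tagged recombinant human tau (exons 2, 3 and 10 included), 1 uM, was induced to fibrillize by 30 uM sodium octadecylsulfate with compound present. After 15 h at 37 C, thioflavine S fluorescence (ex 450, em 510 nm) was read.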
A350 fluor – compound fluoresces in the Alexa 350 spectral region; Compound autofluorescence, 340/450 nm, Alexa 350 dye-equivalents; active compounds read high; max dye-equivalent concentration, M; 11% of 59,000 active; in the data active = max dye-equivalent concentration above about 10 nM; inconclusive = mostly about 1.1 nM to 9.6 nM
ERK AVP block – inhibitors of vasopressin-stimulated ERK signaling pathway; AID 995; 0.99% of 72,000 active; Potency, µM (highest dose often 57.5 µM), inactives show at the top dose activity, negative = inhibition, most hits filed as inhibitors; HEK293-V1b, vasopressin-stimulated pERK AlphaScreen; note: potency is the fitted concentration of half-maximal effect; % is set by controls: 0 for no effect and ±100 for the full control effect; nearly all actives have a fitted effect of over 55% in size
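HEK293 cells stably expressing V1b receptor, seeded overnight in 1% FBS, were treated with compounds for 30 min at 37C, then stimulated 5 min with 25 nM vasopressin; phospho-ERK read by AlphaScreen SureFire after lysis.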
Casp7 inh – allosteric or competitive inhibitors of human caspase-7. recombinant caspase-7, Ac-DEVD-AFC fluorescence rate. P55210. Potency, µM (top dose mostly 57.5 µM), inactives show at the top dose activity change, negative = inhibition, usual class: inhibitors. 0.02% of 75,000 active; active = well fitted inhibition curve with a large enough effect in the main read-out, with a control signal flat, not every such curve was filed as active; inconclusive = small, poorly fitted or top-dose-only effect, or a change in a side signal; note: potency is the fitted concentration of half-maximal effect; % of control where 0% means no effect
HEK293 cAMP cs – parental HEK293 cAMP activation (counter-screen); parental HEK293 CNG cAMP sensor, membrane potential fluorescence; Potency, µM (doses to about 57.1 µM), without a hit: at the highest dose activation, hits mostly activators; 2.5% of 73,000 active; AID 938; note: potency is the fitted concentration of half-maximal effect; % of control where 0% means no effect; nearly all actives have a fitted effect of over 55% in size
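Counterscreen for endogenous-receptor signalling: CNG-channel HEK 293 cells report cAMP rise by membrane depolarization. After 60 min dye equilibration with 100 uM RO 20-1724, compounds incubated 30 min before bottom-read fluorescence at 590 nm.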
BRCT PPI red – inhibitors of human BRCA1 BRCT-phosphoprotein interaction (red fluorophore) | P38398 | BRCT-phosphopeptide binding, red fluorescence polarization | Potency, µM (top dose mostly 76.9 µM), without a hit: at the top dose activity change, negative = inhibition, most hits filed as inhibitors | 0.03% of 75,000 active | AID 892; note: % is set by controls: 0 for no effect and ±100 for the full control effect
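Rhodamine-labelled pBACH1 10-mer (100 nM) bound to BRCT domain (100 nM) at pH 7.3; compounds incubated 12 min room temperature, polarization read. Free peptide defines full inhibition; unlabelled decapeptide titrated as control.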
BRCT PPI green – BRCA1 BRCT-phosphoprotein interaction inhibition. P38398. BRCA1 BRCT-phosphopeptide binding, green fluorescence polarization. Potency, µM (highest dose often 76.9 µM), for the others: at the top dose activity change, negative = inhibition, hits mostly inhibitors. 0.05% of 75,000 active. AID 875;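 note: potency is the fitted concentration of half-maximal effect; plate controls were peptide without protein for full effect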
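Fluorescence polarization: His-tagged BRCT (~35 kDa BRCA1 C-terminus, 250 nM) bound to 100 nM fluorescein-labeled phosphorylated 10-aa BACH1 peptide, pH 7.3 phosphate buffer with DTT and Tween 20. Compounds incubated 12 min at room temperature; inhibition read as lowered polarization.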
Luciferase inh – inhibitors of firefly luciferase | Potency, µM (series often up to 57.1 µM), without a hit: at the highest dose activity change, negative = inhibition, hits mostly inhibitors | 2.2% of 72,000 active | purified firefly luciferase, luminescence, 8 min; note: potency is the fitted concentration of half-maximal effect; % is set by controls: 0 for no effect and ±100 for the full control effect; nearly all actives have a fitted effect of over 40% in size
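Here, luciferase activity is measured as luminescence following an 8 min room-temperature reaction at 10 uM ATP, pH 7.2. Every library sample is titrated.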
USP2a inhib – inhibitors of human ubiquitin-specific protease USP2a; USP2a enzymatic assay, qHTS inhibition; O75604; Potency, µM (titrated, usually from 38.3 µM), without a hit: at the top dose activity change, negative = inhibition, hits mostly inhibitors; 0.1% of 60,000 active;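 note: potency is the fitted concentration of half-maximal effect; nearly all actives have a fitted effect of over 60% in size; plate controls were DMSO for no effect and NEM full inhibition control for full effect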
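USP2 core (20nM final) preincubated 30 min RT with compound, then Ub-PLA2 20nM and NBD C6-HPC 20uM final added; buffer 20mM Tris-HCl pH 8.0, 2mM CaCl2. Fluorescence Ex 460/Em 535 read at 0 and 2.5 h; normalized to NEM.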
Caspase-1 inhib – blocks human caspase-1 allosterically or competitively | 0.03% of 75,000 active | P29466 | Potency, µM (titrated, usually from 57.5 µM), for the others: top-dose activity change, negative = inhibition, hits mostly inhibitors | Caspase-1 enzyme, Ac-WEHD-AFC fluorogenic rate;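 note: potency is the fitted concentration of half-maximal effect; plate controls were vehicle for no effect and no substrate for full effect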
CRE Fsk mod – CRE-bla signaling modulation under forskolin stimulation; CHO CRE-bla reporter (cAMP response element driving beta-lactamase), forskolin EC10, beta-lactamase ratio; Potency, µM (series often up to 38.2 µM), for the others: top-dose activity change, negative = inhibition, actives largely listed as activators; 2.5% of 71,000 active; AID 662; active = well fitted activation curve with a large enough effect in the signal ratio, with a control signal flat, not every such curve was filed as active; inconclusive = small, poorly fitted or top-dose-only effect, or effect the other way, or a change in a side signal; the % refers to the signal ratio; note: potency is the fitted concentration of half-maximal effect; % of control where 0% means no effect
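AC50 values, positive or negative, reflect shifts in EC10 NKH 477-induced CRE-bla reporter activity in CHO cells. Incubation lasted 3 h at 37 °C before CCF4 substrate (2 h, room temperature) and ratiometric 460/530 nm reading.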
Starred values were filed as active, the others as inactive; i = inactive; ? = inconclusive; / = not tested or not shown; [ ] = dose if it differs, or a comment. Unless noted, calls come from the whole dose curve; as a rule, active = well fitted curve in the direction sought with a large enough effect; inconclusive = small, poorly fitted or top-dose-only effect, or another doubt; inactive = no such curve, though single readings can be large; an effect the other way counts as inactive or inconclusive.

Results follow in this order: Tau fil binding	A350 fluor	ERK AVP block	Casp7 inh	HEK293 cAMP cs	BRCT PPI red	BRCT PPI green	Luciferase inh	USP2a inhib	Caspase-1 inhib	CRE Fsk mod
- CCCCN1C(=O)C2ON(c3ccccc3C)C(c3ccco3)C2C1=O (stereo unspecified)
  -21%[11.4 µM]	/	-18%	-2%	?	0.5%	0.8%	2%	-3%[7.66 µM]	-3%	?
- CC(=O)Nc1nc2ccc(Br)cc2s1
  15%	i	22%	-1%	-21%	-0.6%	0.7%	-7%	7%	0%	?
- CC(=O)Oc1ccc(N2C(=O)CC(N3CCOCC3)C2=O)cc1 (stereo unspecified)
  7%[11.4 µM]	/	-16%	0%	-3%[11.4 µM]	-0.5%	-0.3%	1%	-6%[7.66 µM]	0%	?
- Cn1cccc1-c1nc2ccccc2n1Cc1ccccc1
  -15%	i	-30%	-2%	32µM*	-1.4%	0.3%	3%	0%	-2%	2%
- O=C(NCCc1ccccc1)c1cc(-c2ccco2)on1
  -3%	i	14%	-3%	5%	0.4%	5.7%	-7%	26%	-3%	8%
- CCOCCCNC(=O)c1cn(C)c2ccc(S(=O)(=O)N(C)C3CCCCC3)cc2c1=O
  -2%	/	-6%	-2%	-4%	-4.9%	1.6%	2%	/	1%	2%
- Cc1ccc(C)c(-c2nc3cc(N)ccc3o2)c1
  -3%	?	-11%	0%	-7%	-0.1%	0.0%	-8%	/	-7%	?
- O=c1[nH]c(C(F)(F)F)nc2c1nnn2Cc1ccccc1F
  -3%	?	5%	2%	25µM*	-0.7%	2.5%	1%	2%	4%	-3%
- Cc1ccc(-c2noc(CN(C(=O)CCCCCN3C(=O)c4ccccc4C3=O)C(C)C)n2)cc1
  ?	i	40%[activator]	-3%	27%	-2.6%	-1.3%	1%	-10%	-1%	2%
- CCOc1cc(-c2cc(N)n[nH]2)cc(OCC)c1OCC
  -3%	/	/	-3%	26%	0.5%	-0.2%	1%	/	-6%	2%
- COc1c(C(C)C)oc2cc3oc(=O)ccc3cc12
  /	/	29%	-1%	/	1.0%	0.3%	/	1%	-2%	/
- CC(C)=CCC(C)(C)C1OCCN1C(=O)Nc1ccccc1 (stereo unspecified)
  -24%	i	16%	-1%	24%	-2.8%	-1.5%	2%	4%	0%	-7%
- Brc1ccc2[nH]c3nc(SCCN4CCOCC4)nnc3c2c1
  13µM*	i	-11%	0%	-7%	-0.5%	0.3%	-2%	-22%	1%	2.5µM*
- NC(=S)SCCC(=O)O
  -2%[11.4 µM]	i	-18%[11.5 µM]	1%[11.5 µM]	-3%[11.4 µM]	0.7%[15.4 µM]	-1.5%[15.4 µM]	0%[11.4 µM]	/	-3%[11.5 µM]	8%[7.6 µM]
- COC(=O)c1cccc(NC(=O)CSc2nnc(C)n2Cc2ccccc2)c1
  15%	?	-3%	2%[0.00368 µM]	14%	-2.5%	-0.1%	1%	6%	1%	-8%

Next part:
Results follow in this order: Tau fil binding	A350 fluor	ERK AVP block	Casp7 inh	HEK293 cAMP cs	BRCT PPI red	BRCT PPI green	Luciferase inh	USP2a inhib	Caspase-1 inhib	CRE Fsk mod
- CC1(C)CC(=O)C2=C(C1)NC(=O)CC2c1ccc(N(CCC#N)CCC#N)cc1 (stereo unspecified)
  /	/	/	1%	-7%	0.2%	-3.7%	/	/	-1%	/
- CCCc1cc(=O)oc2cc(C)c(CN3CCCC3)c(O)c12
  13µM*	?	-27%	-21%	2%	-6.7%	-2.1%	3%	-27%	-8%	-6%
- CC(NS(=O)(=O)c1ccccc1)C(=O)Nc1ccc(S(N)(=O)=O)cc1 (stereo unspecified)
  9%	i	-6%	-1%	-3%	0.4%	-1.9%	-1%	-6%	0%	-1%
- O=C1OCCC1Sc1nc2ccccc2s1 (stereo unspecified)
  -4%	?	-14%	2%	8%	0.4%	-1.6%	4%	-1%	1%	-9%
- Nc1cc(Br)c(N)c(Br)c1
  ?	i	36%	-1%	-15%	0.5%	-1.1%	2%	13%	1%	0%
- CC(C)CC(=O)N1CCN(S(C)(=O)=O)CC1
  2%	/	-7%	-1%	0%	-1.1%	-0.9%	3%	-6%	-4%	-1%
- CC1=C(C(=O)OCc2ccccc2)C(c2ccc3ccccc3c2)NC(=O)N1CCCCCC(=O)O (stereo unspecified)
  4%	/	4%	-4%	?	0.8%	-1.3%	/	/	-4%	?
- CCN(C(=O)CN1CCN(c2ccc(OC)cc2)CC1)c1c(N)n(Cc2ccccc2)c(=O)[nH]c1=O
  -4%	1.3e-08M*	-14%	0%	1%	0.6%	-1.9%	4%	-4%	0%	4%
- COc1ccc(-n2c(Cc3cccn3C)nnc2SCC(=O)NC2CCCCC2)cc1
  -21%	/	?	-6%	9%	1.0%	-0.8%	1%	/	-2%	-7%
- C#CC(C)(CC)NC(=O)Cn1nnc(-c2ccc(S(C)(=O)=O)cc2)n1 (stereo unspecified)
  1%	i	23%	1%	2%	-0.2%	-1.2%	1%	-2%	0%	14%
- CC(=O)C(C)Oc1cc(C)cc2oc(=O)c(C)c(C)c12 (stereo unspecified)
  -8%	1.9e-08M*	6%	0%	7%	-0.5%	-0.9%	1%	10%	-1%	23%
- O=C(NCc1cccs1)C1CCN(S(=O)(=O)c2cccs2)CC1
  -9%	i	-14%	-2%	2%	-0.1%	-1.6%	-2%	0%	-1%	?
- N#Cc1ccsc1NC(=O)CSc1ncn[nH]1
  1%	?	12%	-1%	4%	0.8%	2.5%	3%	-2%	-1%	0%
- COc1ccccc1N1CCN(C(=O)C(F)F)CC1
  -1%	i	6%	1%	6%	0.4%	-0.3%	1%	-3%	1%	-7%
- O=c1oc2ccccc2cc1O
  /	/	12%	2%	/	-0.2%	-3.5%[3.08 µM]	/	11%	3%	/

Next section
Results follow in this order: Tau fil binding	A350 fluor	ERK AVP block	Casp7 inh	HEK293 cAMP cs	BRCT PPI red	BRCT PPI green	Luciferase inh	USP2a inhib	Caspase-1 inhib	CRE Fsk mod
- O=C(c1noc2c1CCCC2)N1CCOCC1
  8%	i	18%	-1%	-1%	1.1%	-0.9%	-1%	1%	3%	15%
- O=C(CC1CCS(=O)(=O)C1)Nc1ccc[nH]c1=O (stereo unspecified)
  2%	2e-07M*	12%	-6%	4%	-0.1%	0.4%	1%	5%	-5%	?
- O=C(CSc1ccc2nnc(-c3ccccn3)n2n1)NCc1ccco1
  -14%	/	/	1%	4%	-2.3%	1.4%	1%	/	1%	?
- CCC(c1nnnn1Cc1ccco1)N(CCc1ccccc1)Cc1cc2cc(C)ccc2[nH]c1=O (stereo unspecified)
  35%	1.2e-08M*	3%	?	?	-0.2%	1.0%	-5%	37%[activator]	?	-2%
- CC(C)(C)c1ccccc1NC(=O)c1cccnc1
  -5%	i	-16%	0%	3%	0.6%	-1.8%	2%	0%	-1%	?
- C=CCc1ccccc1OCC(O)CNC(C)C (stereo unspecified)
  /	i	-17%	0%	/	-0.4%	-2.3%	-1%[25.5 µM]	-6%	2%	/
- Cc1cc(NC(=O)Nc2cc(C)nn2-c2ccccc2)n(-c2ccccc2)n1
  3%	i	26%	1%	27%	-1.7%	-2.3%	3%	11%	-1%	?
- Cc1onc(-c2ccccc2Cl)c1C(=O)NCC(=O)O
  6%	?	23%	0%	3%	-0.4%	-2.0%	-1%	4%	-8%	?
- Cc1c(NC(=O)C(C)OC(=O)COc2cccc3c2OC(C)(C)C3)c(=O)n(-c2ccccc2)n1C (stereo unspecified)
  4%	i	9%	0%	4%	0.0%	-0.5%	-1%	4%	0%	-1%
- COc1ccc2c(=O)c3c(=O)n(Cc4ccco4)c(-c4ccccc4)nc3oc2c1
  2.5µM*	i	-26%	-4%	9%	-1.3%	-2.3%	2%	38%[activator]	1%	?
- O=C(CCCOc1ccccc1)Nc1cccc(C(=O)O)c1
  2%	/	-13%	0%	7%	-0.3%	0.1%	-10%	-4%	-1%	-2%
- O=C(CSc1nnc(-c2ccccc2F)n1C1CCCCC1)N1CCCC1
  -5%	?	15%	7%	0%	0.0%	-0.2%	-2%	5%	2%	?
- COc1c(O)cccc1-c1nnn(CCC(=O)OCC(=O)c2ccccc2)n1
  -2%	i	-19%	-1%	1%	-2.2%	0.3%	-4%	4%	-3%	-5%
- Cc1cc(O)c(C=O)c2c1C(=O)Oc1c(COC(=O)/C=C/C(=O)O)c(O)c(C(=O)O)c(C)c1O2
  /	/	-29%	0%	/	10%	4.9%[3.08 µM]	/	?	4%	/
- CC1(C)CCCC2=C1CC1C(=O)N(O)C(=O)C1C2 (stereo unspecified)
  -1%	/	1%	1%	4%	0.0%	-3.6%	1%	0%	-1%	9%
- CCOC(=O)N1CCN(S(=O)(=O)c2ccc3c(c2)oc(=O)n3C)CC1
  1%	i	5%	0%	2%	3.0%	5.7%	1%	1%	1%	-7%

From PubChem
